Compound activity from PubChem.
dFosB act = activators of mouse delta FosB homodimer. 0.99% of 340,000 active. purified delta FosB, TAMRA-CDK5 oligo fluorescence polarization; percent of positive-control signal above neutral wells. AID 493131. activation, % at 25 µM. P13346;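 active means mean activation above about 17%, with every replicate also reaching it, limit read from the data, passing the limit was not always enough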;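 further: fluorescence polarization rise as delta FosB binds a TAMRA Cdk5 AP-1 oligo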
Target sequence (P13346 whole entry, looked up): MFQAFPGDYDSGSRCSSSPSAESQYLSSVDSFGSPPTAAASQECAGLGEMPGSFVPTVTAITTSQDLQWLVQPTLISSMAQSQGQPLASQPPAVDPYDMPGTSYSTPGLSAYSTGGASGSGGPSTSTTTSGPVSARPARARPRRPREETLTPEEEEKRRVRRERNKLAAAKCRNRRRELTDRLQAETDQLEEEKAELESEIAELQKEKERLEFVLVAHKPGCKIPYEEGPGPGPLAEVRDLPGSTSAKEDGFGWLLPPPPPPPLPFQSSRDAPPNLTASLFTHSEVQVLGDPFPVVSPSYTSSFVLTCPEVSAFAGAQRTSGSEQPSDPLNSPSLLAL
PvdQ inh = blocks Pseudomonas aeruginosa PvdQ acylase activity; inhibition, % at 10 µM; purified PvdQ acylase, fluorescence plate reader; 0.063% of 340,000 active; in the data active means inhibition above about 30%, passing the limit was not always enough;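 further: 0% = vehicle neutral wells and 100% = reference inhibitor wells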
CDK5 inh = blocks human CDK5/p35 kinase activity | Q00535+Q15078 | Recombinant CDK5/p35, ADP-Glo luminescence, 60 min | inhibition, % at 10 µM | 0.01% of 330,000 active | AID 488839;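 active means highest replicate inhibition of at least 50% and at least 75% of replicates reaching 50%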;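 further: plate controls were DMSO neutral control for no effect and GW8510 at 10 µM for full effect; many of its hits are not listed in these tables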
NSD2 HMT inh = inhibitors of human histone methyltransferase NSD2; NSD2 peptide methylation, AlphaScreen, 120 min; inhibition, % at 12.5 µM; 0.54% of 310,000 active; AID 743445; in the data active means inhibition above about 50%
SR-BI DiI inh = inhibitors of mouse SR-BI mediated HDL lipid uptake | Q61009 | inhibition, % at 12.5 µM | 0.96% of 320,000 active | ldlA[mSR-BI] CHO cells, DiI-HDL uptake fluorescence, 3 h | AID 488896;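 active means mean replicate inhibition of at least 70% and a set share of replicates each scoring 70 or more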;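 further: 0% = median of neutral control wells and 100% = median of positive control wells; values of inactives mirror those of a sister screen read the other way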
Target sequence (Q61009 whole entry, looked up): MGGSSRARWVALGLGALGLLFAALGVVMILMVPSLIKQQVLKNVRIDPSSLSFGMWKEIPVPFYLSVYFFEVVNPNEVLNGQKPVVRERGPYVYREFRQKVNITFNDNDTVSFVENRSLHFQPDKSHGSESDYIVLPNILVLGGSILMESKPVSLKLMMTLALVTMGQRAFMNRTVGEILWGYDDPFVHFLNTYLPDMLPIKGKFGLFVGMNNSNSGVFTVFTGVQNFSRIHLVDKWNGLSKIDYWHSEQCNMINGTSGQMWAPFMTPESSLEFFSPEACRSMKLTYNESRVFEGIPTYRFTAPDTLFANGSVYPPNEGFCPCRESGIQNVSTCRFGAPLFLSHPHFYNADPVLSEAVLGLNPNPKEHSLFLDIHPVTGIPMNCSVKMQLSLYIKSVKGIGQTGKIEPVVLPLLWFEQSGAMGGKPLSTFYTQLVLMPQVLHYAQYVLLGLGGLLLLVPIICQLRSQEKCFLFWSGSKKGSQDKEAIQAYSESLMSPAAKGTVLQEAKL
HTR5A inv ag = counter-screen for OPRM1-OPRD1 inverse agonists: human HTR5A inverse agonism; 0.083% of 340,000 active; AID 504634; HTR5A cell line, luminescence; inhibition, % at 9.3 µM; P47898; in the data active means inhibition mostly above about 23%, no sharp cut-off; inactive means mostly below about 18%;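 further: 0% = cells with DMSO and 100% = no-cell wells with DMSO; some compounds called inactive have numbers as strong as hits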
MITF act = activators of MITF-driven TRPM1 promoter activity in SK-MEL-5 cells; SK-MEL-5 TRPM1-promoter luciferase, 24 h; % of positive control, neutral wells = 0; activation, % at 12.5 µM; 0.75% of 300,000 active; AID 588334;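 active means mean activation of at least 80% with every replicate also reaching 80%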;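 further: 0% = neutral control wells and 100% = parthenolide positive control wells; values of inactives mirror those of a sister screen read the other way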
V-ATPase pHluor = yeast V-ATPase proton transport regulation by pHLuorin. S. cerevisiae, pHLuorin cytosolic pH fluorescence. response, % at 10 µM. AID 504577. 0.37% of 350,000 active; in the data active means response mostly above about 7.3%, no sharp cut-off; inactive means mostly below about 5.4%; further: actives read high; inactives centre near 0; some compounds called inactive have numbers as strong as hits; reference of the scale not given here
HTR5A ag ctr = HTR5A agonism, opioid heterodimer counter-screen | P47898 | activation, % at 9.3 µM | 0.61% of 340,000 active | AID 504692 | HTR5A agonist assay, luminescence, cell-based; in the data active means activation mostly above about 9.5%, no sharp cut-off; inactive means mostly below about 7.6%;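 further: 0% = cells with vehicle only and 100% = reference agonist; strong numbers were not always called active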
Wnt act = activators of Wnt/beta-catenin signaling. Wnt/beta-catenin reporter cell assay, activator, plate reader. activation, % at 9.35 µM. 1.2% of 300,000 active. AID 743398; in the data active means activation above about 30%, passing the limit was not always enough;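 further: 0% = neutral control wells and 100% = positive control wells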
The depositor's hits bear a star; . = no result given; & = joins results of further samples.

SMILES	dFosB act	PvdQ inh	CDK5 inh	NSD2 HMT inh	SR-BI DiI inh	HTR5A inv ag	MITF act	V-ATPase pHluor	HTR5A ag ctr	Wnt act
CN1CC(C(=O)c2cccs2)C(c2ccc(Cl)cc2)C1 (stereo not given)	4	-20	-0.1	19	-28	4	8	-3	-1	-1
O=[N+]([O-])c1ccc(C2C3C(c4ccccc4)=NC4(CCCC4)N32)cc1 (stereo not given)	-5	-6	-0.7	-2	-16	1	-1	1	0	1
Ic1ccccc1CN[C@@H]1C2CCN(CC2)[C@@H]1C(c1ccccc1)c1ccccc1	-4	-4	-4.2	.	-11	-3	6	0	1	-21
CCN(CC)S(=O)(=O)c1ccc(C(=O)NC2CN3CCC2CC3)cc1 (stereo not given)	1	-18	-0.1	-4	-8	-2	-1	2	1	-1
CCC1CN1P(=S)(N1CC1CC)N1CC1CC (stereo not given)	-6	6	-2.6	-1	6	-18	-2	-4	5	1
O=C1NC(=O)C(CCc2ccncc2)(CCc2ccncc2)C(=O)N1C1CCCCC1	-12	-9	-0.2	-1	-18	2	-6	-1	-1	.
CCOc1nc(NC(C)C)nc(N2CC3CC(C2)c2cccc(=O)n2C3)n1 (stereo not given)	-1	-10	-1.8	0	-16	12	6	-2	-4	-1
CCOC(=O)C1(CCCc2ccccc2)CCN(C2CCCC2)CC1	7	7	0.3	1	-12	7	-2	7	-3	-3
COc1ccccc1N1CCN(C2CCCN(C(=O)COc3ccccc3Cl)C2)CC1 (stereo not given)	-8	-3	-0.6	0	36	-18	9	0	-3	-1
Cc1ccc(-c2nc3ccccc3c(=O)n2-c2cccc(C)n2)cc1	-6	-7	1.8	-8	58	.	2	3	.	2
c1ccc(CNCCc2ccc3c(c2)OCO3)nc1	-3	-6	-20	.	-12	8	-4	0	-4	3
C=Cn1c(P(=S)(N2CCOCC2)N2CCOCC2)cc2c1CCCC2	-5	11	-0.9	.	-7	1	-4	-3	4	.
CC(C)c1ccc(NC(=O)N2C[C@H]3C[C@@H](C2)c2cccc(=O)n2C3)cc1	0	1	-0.6	.	6	13	8	-3	3	-1
COc1ccc(C2=NCC(=O)N(CC(=O)NCc3ccco3)c3sc4c(c32)CCCC4)cc1OC	-4	1	0.6	5	39	9	-2	1	-4	.
CCCc1cc(=O)oc2cc(OCC(=O)N3CCN(Cc4ccc5c(c4)OCO5)CC3)ccc12	-21	-2	0.2	1	32	18	8	-3	-3	1
COC(=O)CC1NC2CCCCC2NC1=O (stereo not given)	3	-10	0.6	-1	37	13	-10	0	-2	.
O=C(C1CC(=O)N(C2CCCCCCC2)C1)N1CCC2(CC1)OCCO2 (stereo not given)	1	-13	-0.7	-3	-17	4	6	-2	-1	.
CC(C)c1oc(=O)cc2c1[C@@H](O)[C@H]1OC(=O)[C@@]3(C)C[C@@H](O)[C@@H](O)[C@@]2(C)C13 (stereo not given in full)	-5	-4	-1.4	.	-37	-17	-62	-1	6	-26
CCN1CC2(COC(=O)c3ccccc3N)CCC(OC)C34C5CC6C(OC)CC(O)(C5C6OC)C(O)(C(OC)C23)C14 (stereo not given)	-3	-6	3.5	1	-37	7	-9	-2	2	1
COC(=O)C1=C(c2ccccc2OCc2ccccc2)C[C@@H]2CC[C@H]1N2C(=O)NCc1ccc(Cl)cc1	-8	-11	0.2	.	17	-18	-1	-3	-3	-5
COc1cc(C(=O)O)cc(OC)c1OC	4	10	0.2	.	-20	-1	-8	-2	9	-1
Cc1nccc2c1[nH]c1ccc(Br)cc12	-5	-1	0.8	.	22	5	20	-4	-4	-1
CCC(=NCCCN(CC)CC)c1c(O)n(-c2ccccc2)c(=O)[nH]c1=O	-7	-4	0.9	29	-14	-10	3	.	0	-2
CCC(=NCCc1ccccc1)c1c(O)n(C2CCCCC2)c(=O)[nH]c1=O	-12	-3	0.6	1	21	-2	.	-1	1	.
Nc1nnc(P(c2ccccc2)c2ccccc2)s1	-2	2	-0.2	.	-6	-2	8	-4	-2	1
C=CCn1c(O)c(C(CC)=NCc2cc(OC)cc(OC)c2)c(=O)[nH]c1=O	-15	-1	-0.1	1	5	-12	-19	-1	2	-2
OC(CN1CCCCC1)c1c[nH]c2ccccc12 (stereo not given)	0	11	-0.2	3	-4	-2	-17	-3	1	-3
CN1C(=O)C(Cc2cccs2)C(=O)N(C)C1=O	2	-6	0.4	0	3	10	7	-3	-4	2
O=C1NC(=O)C(=Cc2csc3ccccc23)C(=O)N1	-4	8	3.2	.	-8	-6	-3	-2	2	-2
Cc1cccc(NC(=O)[C@@H](NC(=O)N2C[C@H]3C[C@@H](C2)c2cccc(=O)n2C3)C(C)C)c1	-1	4	-5.7	.	-6	-11	-4	8	2	-3
COc1ccc(-n2c(O)c(C(C)=NCc3ccc4c(c3)OCO4)c(=O)[nH]c2=O)cc1	-9	4	-0.8	6	-12	-4	1	-2	2	0
CC(C)(C)c1nc(N2CCN(C(=O)c3ccco3)CC2)c2nnn(Cc3ccccc3Cl)c2n1	-11	-5	0.4	1	27	9	5	-2	-4	-4
CC(O)CNc1ccc([N+](=O)[O-])c2cccnc12 (stereo not given)	-1	-2	-1.1	.	3	8	-4	-3	-2	7
O=[N+]([O-])c1cccc(CN2CCN(Cc3ccc(Cl)cc3)CC2)c1	-2	-8	0.4	-3	-1	8	-13	0	-3	0
CN1CCN(Cc2cn(C)c3ccccc23)CC1CCO (stereo not given)	-2	5	2.5	0	-9	-2	.	6	1	0
C=CCn1c(O)c(C(C)=NCCN2CCN(C(=S)NC)CC2)c(=O)[nH]c1=O	-5	-9	0.6	0	-13	0	2	0	0	-1
O=C(Nc1ccc(OC(=O)N2CCCC2)cc1)N1CCOCC1	-2	-13	1.0	8	-44	-9	11	2	2	-1
CN1[C@@H]2CC[C@H]1CC(OC1c3ccccc3CCc3ccccc31)C2 (stereo not given in full)	-4	-3	-0.5	.	-2	-6	8	1	-7	5
O=C1NC(=O)N(Cc2ccccc2Cl)C(=O)/C1=C/c1cccs1	3	-8	-2.8	18	-8	-5	-51	1	2	.
O=c1c2ccccc2[nH]c(=S)n1-c1ccc(Br)cc1	2	4	2.5	-3	11	-9	-8	-1	3	12
Cc1nc2ccc(Cl)cc2c(-c2ccccc2)c1C(=O)O	1	2	-0.2	-3	-2	4	7	2	2	-4
CCOc1ccccc1N1C(=O)NC(=O)C(CCc2ccncc2)(CCc2ccncc2)C1=O	0	-12	-0.8	-6	-21	2	-11	-4	1	.
CCCCCn1c(=O)c(C(=O)Nc2cccc(C)n2)c(O)c2ccccc21	-3	-1	0.4	-2	58	15	-5	0	-4	-1
Nc1ccc(C2(c3ccc(N)cc3)CN3CCC2CC3)cc1	-1	-3	4.2	176*	6	-13	-2	0	-3	.
Cc1ccc(-n2c(C)nc3ccccc3c2=O)c(C)c1	2	-10	-3.0	-2	1	2	.	0	4	6
Cc1cc(=O)oc2cc(OCC(=O)N3CCN(Cc4ccccc4)CC3)ccc12	-7	-1	-1.3	-3	-3	-9	-9	4	2	-3
CN(C)c1ccc(/C=C/c2cc[n+](C)c3ccccc23)cc1	93*	-17&-5	12&13	62*	-14&32	38*	-82&-81	0&2	-10&-10	-6&4
O=c1cc(C2CCNCC2)[nH][nH]1	1	-4	0.4	-4	-37	-4	-2	2	1	.

3 entries from above, in CSV form:
SMILES,dFosB act,PvdQ inh,CDK5 inh,NSD2 HMT inh,SR-BI DiI inh,HTR5A inv ag,MITF act,V-ATPase pHluor,HTR5A ag ctr,Wnt act
Cc1nc2ccc(Cl)cc2c(-c2ccccc2)c1C(=O)O,1,2,-0.2,-3,-2,4,7,2,2,-4
CN1[C@@H]2CC[C@H]1CC(OC1c3ccccc3CCc3ccccc31)C2 (stereo not given in full),-4,-3,-0.5,.,-2,-6,8,1,-7,5
CCOc1ccccc1N1C(=O)NC(=O)C(CCc2ccncc2)(CCc2ccncc2)C1=O,0,-12,-0.8,-6,-21,2,-11,-4,1,.

(further entries)
SMILES	dFosB act	PvdQ inh	CDK5 inh	NSD2 HMT inh	SR-BI DiI inh	HTR5A inv ag	MITF act	V-ATPase pHluor	HTR5A ag ctr	Wnt act
NC(=O)c1c(NC(=O)c2ccc(S(=O)(=O)N(CCCl)CCCl)cc2)sc2c1CCCCC2	5	-11	1.0	.	2	-9	6	-2	3	.
NNC(=O)c1ccc(O)cc1	4	-18	0.4	2	-20	-10	.	1	4	5
Cc1ccc(N=Cc2c(O)n(C)c(=O)n(C)c2=O)cc1	-4	2	0.3	-1	5	2	38	6	-1	13
CC1C(c2ccccc2)OCCN1C (stereo not given)	1	-15	1.3	-1	8	-7	17	5	2	-5
O=[N+]([O-])c1ccc(N2CCCC2)cc1N/N=C1\CN2CCC1CC2	-5	5	1.4	25	-38	4	-10	1	2	1
COC(=O)COc1ccc(/C=C2\C(=O)NC(=S)N(c3ccc(C)cc3)C2=O)cc1OC	3	-14	-3.8	4	-1	5	10	4	-1	-7
COc1cccc(N=Nc2c(O)[nH]c(=S)[nH]c2=O)c1	-2	8	1.1	4	.	-5	-23	2	0	18
COc1ccc(-n2c(/C=C/c3ccc4c(c3)OCO4)nc3ccccc3c2=O)cc1	0	-10	-8.6	-1	-7	6	-6	-2	-2	-3
CN1CCN(C(=O)O[C@H]2c3nccnc3C(=O)N2c2ccc(Cl)cn2)CC1	-1	-27	2.7	-1	-3	9	0	7	-2	-1
CCOC(=O)C1CCN(/C=C2/C(=O)NC(=S)N(c3ccccc3F)C2=O)CC1	-10	-1	-2.0	2	2	-3	-5	0	1	1
O=c1[nH]c(O)c(C=Nc2ccccc2Sc2ccccc2)c(=O)[nH]1	8	-13	0.8	1	7	-12	8	0	9	1
CN(C)N=O	1	7	-0.8	.	-8	18	4	1	-4	3
O=C(Nc1ccc(F)cc1)OC1CN2CCC1CC2 (stereo not given)	7	-2	-0.3	-8	-11	-19	3	-1	5	15
Cc1ccc(CN2CCN(C)CC2)c(C)c1	-4	-4	2.5	-1	-25	4	.	0	-2	.
C[C@]12CC[C@@H](O)CC1=CCC1C2CC[C@]2(C)C(=O)[C@H](F)CC12 (stereo not given in full)	1	-9	-0.9	-1	-15	-7	9	-3	2	-1
Cc1cc(NC(=O)CCl)nn1C	-1	7	3.4	-6	4	-18	10	-2	6	-1
CCOC(=O)c1nsnc1NCCCl	13	-5	-1.4	6	-3	12	6	1	1	-2
O=C(Cc1ccc(Cl)cc1)NCCN1CCN(C(=O)Cc2ccc(Cl)cc2)CC1	-14	-6	-2.2	0	-5	-8	-6	1	9	7
COc1ccc(OC)c(-n2c(O)c(C=Nc3c(C)n(C)n(-c4ccccc4)c3=O)c(=O)[nH]c2=O)c1	2	-2	0.7	2	3	-19	6	-2	1	-8
COC(=O)C1=C(c2ccc(F)cc2OCc2ccccc2)C[C@@H]2CC[C@H]1N2C(=O)NCCN1CCOCC1	0	20	-0.4	.	-31	7	2	-1	-3	-2
COC(=O)C1=C(c2ccc(F)cc2OCc2ccccc2)C[C@@H]2CC[C@H]1N2C(=O)N1CCCCC1	-3	4	-0.1	.	1	1	3	2	3	-1
COc1ccc(CN2C(=O)NC(=O)/C(=C/c3cc(OC)c(OC)c(OC)c3)C2=O)cc1	0	-6	-0.4	0	1	3	-5	-2	-1	-1
O=[N+]([O-])c1ccc(OP(=O)(O)Oc2ccc([N+](=O)[O-])cc2)cc1	-2	6	-2.6	-1	-10	0	4	2	0	-1
Cc1ccc(C2N(c3ccccn3)C(=O)C3CCCN32)o1 (stereo not given)	4	-26	-7.9	-4	-3	8	8	-5	-3	.
Cc1cc(C(=O)OCC(=O)Nc2ccc(F)cc2)c(C)n1C1CC1	-9	-9	0.2	0	3	-7	.	-3	3	-2

This is a subset; the hit share may differ from the screen's.
